# Assay outcomes from PubChem.
# D1 PAM = potentiators of human D1 dopamine receptor; potentiation, % at 10 µM; 360,000 compounds, 0.036% hits; HEK293 TREx D1 cells, calcium flux, dopamine EC20 potentiation; in the data active = potentiation above about 30%; note: 0% is about no effect
# Target sequence (P21728 whole entry, looked up): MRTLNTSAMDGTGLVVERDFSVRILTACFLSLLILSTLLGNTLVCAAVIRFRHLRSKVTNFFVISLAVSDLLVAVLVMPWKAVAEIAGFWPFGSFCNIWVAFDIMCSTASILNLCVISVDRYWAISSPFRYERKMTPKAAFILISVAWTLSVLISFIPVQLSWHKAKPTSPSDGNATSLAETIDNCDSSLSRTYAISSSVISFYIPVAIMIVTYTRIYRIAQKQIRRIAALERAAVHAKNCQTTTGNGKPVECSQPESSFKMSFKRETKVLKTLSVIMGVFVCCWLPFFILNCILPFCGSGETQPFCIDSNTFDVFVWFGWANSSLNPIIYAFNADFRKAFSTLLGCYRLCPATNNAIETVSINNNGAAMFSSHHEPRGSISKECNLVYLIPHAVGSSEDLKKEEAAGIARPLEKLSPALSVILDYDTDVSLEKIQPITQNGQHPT
# D1 antagonist = antagonists of human D1 dopamine receptor; activity change, negative = inhibition, % at 10 µM; HEK293 TREx D1 cells, calcium flux, dopamine EC80; stronger effect = lower value; P21728; AID 504652; 360,000 compounds, 3.2% hits; in the data active = activity change below about -30%; note: % is set by controls: 0 for no effect and ±100 for the full control effect
#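 Cells carrying a force-coupled, tetracycline-inducible human D1 receptor report calcium flux. Each well gets a 10 s baseline, compound with 180 s monitoring, then an EC80 dopamine stimulus with a second 180 s kinetic read.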
# D2 potentiator = D2 dopamine receptor (human) potentiation; HEK293 T-REx D2, calcium flux, EC20 dopamine potentiation; potentiation, % at 10 µM; 340,000 compounds, 0.34% hits; AID 485347;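 active = potentiation over 3 SD above the plate norm, cut at about 30% in these data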; note: 0% is about no effect
# Target sequence (P14416 whole entry, looked up): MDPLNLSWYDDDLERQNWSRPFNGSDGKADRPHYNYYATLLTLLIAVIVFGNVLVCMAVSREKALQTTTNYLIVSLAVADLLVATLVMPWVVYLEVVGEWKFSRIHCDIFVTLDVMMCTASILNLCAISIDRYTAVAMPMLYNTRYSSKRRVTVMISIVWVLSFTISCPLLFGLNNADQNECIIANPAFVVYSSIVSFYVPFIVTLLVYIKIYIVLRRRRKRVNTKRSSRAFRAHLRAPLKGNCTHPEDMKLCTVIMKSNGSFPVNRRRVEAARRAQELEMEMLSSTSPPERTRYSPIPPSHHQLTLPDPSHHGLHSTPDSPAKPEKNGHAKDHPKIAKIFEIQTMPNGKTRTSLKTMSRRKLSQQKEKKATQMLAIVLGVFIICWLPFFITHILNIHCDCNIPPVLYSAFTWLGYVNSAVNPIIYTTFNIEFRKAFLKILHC
#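 Tetracycline-induced Hek293 Trex D2 cells, force-coupled to calcium, loaded with no-wash calcium dye. Compound added with 180 s kinetic read for agonism, then EC20 dopamine and a further 180 s read for potentiation.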
# D1 ag = activates the human D1 dopamine receptor | AID 504660 | activation, % at 2 µM | P21728 | HEK293 T-REx D1 cells, calcium flux, agonist mode | 360,000 compounds, 1% hits; note: 0% is about no effect
#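 Inducible HEK293 T-REx D1 cells, force-coupled to calcium signalling, were plated at 4000 cells/well with tetracycline and held overnight at 30 C. After no-wash calcium dye loading, compound-evoked calcium rise over 180 s flagged agonists.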
# TRHR agonist = activates the human TRH receptor | 360,000 compounds, 0.18% hits | activation, % at 2 µM | TRHR cells, calcium flux fluo-8, FDSS agonist mode; note: 0% is about no effect
#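 TRHR-expressing cells, plated overnight in medium with 10% serum, were loaded with fluo-8 calcium dye at room temperature. After a 10 s baseline, library compound was pin-added and calcium release was recorded kinetically (ex 480/em 530) as agonist response.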
# TRHR enhancer = TRH receptor (human) allosteric enhancement; 360,000 compounds, 0.66% hits; TRHR cells, fluo-8 calcium fluorescence, EC20 TRH enhancement; enhancement, % at 2 µM; in the data active = enhancement above about 30%; note: 0% is about no effect
#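 Enhancer read-out: after compound pinning and an initial kinetic agonist-mode read, an EC20 of TRH (10 nM final) was injected and fluo-8 calcium signal (Ex 480/Em 530) followed at 1 s/cycle for 100 cycles in TRHR-expressing cells.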
# D2 agonist = D2 dopamine receptor (human) agonism. P14416. AID 485358. activation, % at 2 µM. HEK293 T-REx D2 cells, calcium flux agonist mode. 340,000 compounds, 0.53% hits;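 active = activation over 3 SD above normal in the single-dose calcium agonist read, cut at about 30% in these data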; note: 0% is about no effect
#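 Tetracycline-induced HEK293 Trex cells with D2 receptor force-coupled to calcium signaling, plated overnight at 30 C and loaded with no-wash calcium dye. Calcium flux read kinetically for 180 s after compound addition; responses flag agonists.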
# RXFP1 antag = antagonists of human relaxin receptor RXFP1; Q9HBX9; HEK293-RXFP1, relaxin-stimulated cAMP HTRF, 30 min; stronger effect = lower value; activity change, negative = inhibition, % at 57.5 µM; 350,000 compounds, 0.59% hits;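 active = activity change of -60% or lower, but not beyond a set lower limit; inconclusive = change between -60% and -40%, or beyond the set limit; inactive = change above -40%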; note: % is set by controls: 0 for no effect and ±100 for the full control effect
# D2 antagonist = antagonists of human D2 dopamine receptor; HEK293 TREx D2 cells, calcium flux, dopamine EC80; inhibition, % at 10 µM; 340,000 compounds, 2% hits; AID 485344; in the data active = inhibition above about 30%; note: 0% is about no effect
#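 Tetracycline-induced HEK293 TREx cells expressing D2 receptor forced-coupled to calcium signalling, loaded with no-wash calcium dye. Compounds added and calcium flux read 180 s, then dopamine added at EC80 and read a further 180 s.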
# Numbers without * were called inactive; ? = inconclusive; . = not tested or not shown. Cut-off read from the data, not from the text of the source, unless noted: active = activation above about 30%; inactive = the rest.
# Each structure is followed by: D1 PAM | D1 antagonist | D2 potentiator | D1 ag | TRHR agonist | TRHR enhancer | D2 agonist | RXFP1 antag | D2 antagonist
COC(=O)c1sccc1S(=O)(=O)N(CC(=O)Nc1ccc(C)cc1)c1ccccc1
  -1 | -10 | 9 | 6 | 0.2 | -3 | 0.5 | . | .
CN(C)C(=S)NC(=O)c1cccc(Cl)c1
  -2 | 4 | -12 | 1 | 1.2 | 3 | 0.1 | -15 | -3
Cc1ccc(S(=O)(=O)N2CCCC(C(=O)N3CCCc4ccccc43)C2)cc1 (configuration not stated)
  -4 | -2 | -8 | 2 | -0.6 | -3 | -0.7 | 9 | -9
COC(=O)c1ccccc1OC(=O)c1cc2ccccc2oc1=O
  -1 | -3 | -1 | 0 | -0.6 | 2 | -1.1 | 6 | -1
COc1cc(OC)cc(C(=O)NCC(=O)OCc2ccc(Cl)c(Cl)c2)c1
  2 | -10 | 6 | 9 | 0.5 | -6 | 1.4 | -5 | -4
Cc1ccc(CNC(=O)CCCn2c(=O)c3ccccc3n(Cc3ccccc3C)c2=O)cc1
  4 | -2 | 9 | 10 | 0.1 | -3 | 1.1 | . | .
O=C(c1ccc([N+](=O)[O-])cc1)N(c1ccccn1)c1ccccn1
  1 | -13 | -9 | 0 | 0.4 | -3 | 1.0 | 11 | 2
COc1cc2nc(CN3CCOCC3)n(CC(=O)NCC(F)(F)F)c(=O)c2cc1OC
  0 | -8 | 2 | 4 | 1.2 | 9 | 1.0 | 1 | 1
COc1cc(CNCc2cccnc2)ccc1OCc1ccccc1
  -2 | 4 | 4 | 14 | 0.5 | 10 | 1.2 | 2 | -3
CCCc1ccc(OCC(=O)Nc2sc3c(c2C(=O)OCC)CCC(C(C)(C)C)C3)cc1 (configuration not stated)
  -1 | 29 | . | 6 | -1.2 | 2 | -0.8 | 11 | .

# One compound at a time, as listed above. Order of screens: D1 PAM | D1 antagonist | D2 potentiator | D1 ag | TRHR agonist | TRHR enhancer | D2 agonist | RXFP1 antag | D2 antagonist
# Record of COC(=O)c1ccccc1OC(=O)c1cc2ccccc2oc1=O : -1 | -3 | -1 | 0 | -0.6 | 2 | -1.1 | 6 | -1
# Record of Cc1ccc(S(=O)(=O)N2CCCC(C(=O)N3CCCc4ccccc43)C2)cc1 (configuration not stated) : -4 | -2 | -8 | 2 | -0.6 | -3 | -0.7 | 9 | -9

# More results follow:
# Each structure is followed by: D1 PAM | D1 antagonist | D2 potentiator | D1 ag | TRHR agonist | TRHR enhancer | D2 agonist | RXFP1 antag | D2 antagonist
c1ccc(CN2C3=NCCN3c3ccccc32)cc1
  1 | 14 | -2 | 11 | 0.6 | 3 | 3.9 | -3 | 9
CCOC(=O)CN(C(=O)Cn1nnc(-c2ccc(C)cc2)n1)C(CC)C(=O)NC1CCCC1 (configuration not stated)
  -6 | -7 | 0 | 0 | -0.2 | 2 | 0.9 | -7 | -4
C=Cc1ccc(COC(=O)c2cn(CC)c3nc(C)ccc3c2=O)cc1
  -2 | -18 | -5 | 0 | -0.5 | -2 | -0.5 | 6 | 0
N#Cc1ccccc1S(=O)(=O)N1CCN(c2ccc(S(=O)(=O)N3CCOCC3)cn2)CC1
  -3 | 7 | 0 | 4 | -0.2 | -2 | -0.5 | -11 | -3
Cc1[nH]c2ccccc2c1C(=O)CN1CCCC1
  -6 | -18 | -5 | 1 | 1.4 | 3 | 3.1 | -19 | -15
CC1CCCN(S(=O)(=O)Cc2ccc(Cl)cc2)C1 (configuration not stated)
  -2 | -7 | . | 0 | -1.6 | 3 | . | 12 | .
COc1ccc(/C(O)=C2/C(=O)C(=O)N(Cc3cccnc3)C2c2ccncc2)cc1F (configuration not stated)
  -2 | -1 | . | 0 | -1.0 | -4 | . | 10 | .
CN(C)P(=NC(=O)COc1ccc(Cl)cc1Cl)(N(C)C)N(C)C
  4 | 3 | 9 | 2 | 0.2 | 8 | 0.6 | -3 | -2
CCCCn1c(N)c(N(CC(C)C)C(=O)C2CC(=O)N(Cc3ccco3)C2)c(=O)[nH]c1=O (configuration not stated)
  1 | -28 | 12 | 2 | -0.1 | 4 | -0.3 | 8 | -5
COC(=O)c1ccc(-n2c(C)nc(=O)c(-c3ccccc3)c2C)cc1
  -1 | -16 | -4 | 4 | 0.0 | -2 | 0.2 | -18 | 1
NC(=O)COc1ccc(C(=O)/C=C2/C(=O)Nc3ccccc32)cc1
  2 | -11 | 0 | 1 | 2.2 | -1 | 2.2 | ? | 6
CN(C)CCNc1ncnc2c1sc1nc(-c3ccccc3)c3c(c12)CCCC3
  -22 | -80* | 2 | 14 | 1.8 | 4 | 4.2 | -8 | 4
O=C(O)c1cc2c(ccc3ccccc32)[nH]1
  6 | -7 | 2 | 2 | 0.3 | -1 | 0.6 | 1 | -13
CCCS(=O)(=O)N1CCCC(C(=O)NCCc2cccc(C)c2)C1 (configuration not stated)
  -4 | 12 | 0 | 2 | 0.3 | 3 | 1.7 | 0 | 1
Cc1c(OCC(=O)NCc2cccnc2)ccc2c3c(c(=O)oc12)CCCC3
  -2 | 4 | 8 | 1 | -0.8 | 9 | . | 3 | .
CC(=O)Nc1ccc(NC(=O)C(C)OC(=O)CSCc2cccc(Cl)c2)cc1 (configuration not stated)
  3 | 4 | . | 3 | 0.0 | -9 | . | 0 | .
COc1ccc(C2CC(c3cccs3)=NN2C(=O)CSc2nc(=O)n3cc(C)ccc3n2)cc1 (configuration not stated)
  -2 | 16 | . | 6 | 0.6 | -9 | . | 0 | .
Nc1c(C(=O)Nc2ccccc2F)sc2nc(Cc3ccccc3)cc(C(F)(F)F)c12
  1 | -2 | -2 | 18 | 4.1 | 8 | 12 | 12 | -5
Cc1nc2ncnn2c(C)c1CCC(=O)N1CC(C)CC(C)C1 (configuration not stated)
  -4 | -2 | 6 | 2 | -0.2 | -4 | -1.6 | 7 | 7
Cc1cccc(CCNC(=O)C2CCCN(c3ncnc4c3nc3n4CCCCC3)C2)c1 (configuration not stated)
  9 | 9 | 0 | 0 | -0.7 | -1 | 0.2 | -1 | 6

# Next compounds
structure	D1 PAM	D1 antagonist	D2 potentiator	D1 ag	TRHR agonist	TRHR enhancer	D2 agonist	RXFP1 antag	D2 antagonist
COc1ccc(C(=O)NCCCCCC(=O)O)cc1OC	-3	-24	.	0	0.1	2	.	-2	.
CCOc1ccccc1NC(=O)N1CC(C)Oc2ccc(Cl)cc21 (configuration not stated)	-5	-29	-28	2	1.0	20	.	-83*	.
O=C(/C=C/c1ccccc1)Nc1cc(-c2nc3ccccc3o2)ccc1Cl	0	5	-8	-1	0.1	-3	0.8	-1	.
CCC(C)c1ccc(OCCCCN2CCOCC2)cc1 (configuration not stated)	-3	-3	-15	5	0.0	-2	0.3	5	-5
COc1ccc(CNC(=O)COC(=O)CCOc2ccc(C)cc2)cc1	4	3	-4	0	-1.8	3	-1.3	-4	-1
Cc1ccccc1Cn1cc(S(=O)(=O)CC(=O)N2CCCCC2)c2ccccc21	0	5	11	-3	0.2	1	-0.6	-2	-15
CN(Cc1ccccc1)C(=O)c1c[nH]c2ccc(S(=O)(=O)Nc3ccccc3F)cc2c1=O	3	4	0	0	-0.1	-13	0.3	-1	.
Cc1c(C(=O)N(C)C)sc2nc(-c3ccccn3)[nH]c(=O)c12	-2	-4	14	2	0.5	9	-0.6	6	-5
O=C(Nc1nc2c(s1)CCCC2)Oc1ccccc1	-5	7	9	3	1.9	-1	0.0	0	-17
Cc1cccc(N2CCN(C(=O)c3nn(C)c4c3CSc3ccccc3-4)CC2C)c1 (configuration not stated)	-5	-46*	1	1	0.4	0	-0.3	-37	.
Cc1ccc2cc(CN(c3cccc(C)c3C)S(=O)(=O)c3ccccc3)c(=O)[nH]c2c1	-4	-4	-1	5	0.1	-1	0.0	15	5
Cn1c(COc2ccccc2O)[n+](C)c2ccccc21	-2	8	-10	0	0.4	3	0.9	12	2
CCOC(=O)CSc1nnc(CSc2nc3sc4c(c3c(=O)[nH]2)CCC4)n1-c1ccccc1	1	1	0	1	-0.2	4	0.6	-7	-8
COc1ccc(S(=O)(=O)N2CCCCC2)cc1NC(=O)CNc1ccccc1N1CCCC1=O	2	14	18	2	0.2	-5	-0.5	-2	-20
CC(OC(=O)CN1C(=O)c2ccccc2C1=O)C(=O)NC1CCCCC1C (configuration not stated)	1	-6	3	3	-0.1	-4	-0.4	-3	-3
CN(CC(=O)N1CCCCCC1)S(=O)(=O)c1ccc(F)cc1	-3	0	-7	-1	0.1	-1	0.6	0	-19
CCNc1nc(=S)nc(NCc2ccccc2)[nH]1	3	7	-5	1	-0.1	-7	0.1	.	-7
O=C(CSC1=NC(=O)C(Cc2ccccc2)C(=O)N1)Nc1ncc(Br)cc1Br (configuration not stated)	-5	10	.	1	-0.2	2	-0.8	2	-7
CCc1ccc(S(=O)(=O)c2nnn3c2nc(NCc2ccccc2OC)c2cc(Cl)ccc23)cc1	-1	3	0	2	0.4	-1	0.7	-24	.
CCCSc1nc2cc(S(=O)(=O)N3CCOCC3)ccc2n1CC	-7	-15	-3	0	-2.3	-5	-0.4	-5	14
COC(=O)CNC(=O)C1CC(=O)N(CCc2ccc(F)cc2)C1 (configuration not stated)	-3	10	-2	9	0.3	-3	-0.3	0	0
CC1CCN(C(=O)COC(=O)c2cc3ccccc3cc2O)CC1	-1	-6	1	4	-0.8	-6	0.5	-6	13
Cc1oc(-c2cccc(Cl)c2)nc1CN1CCC(C(=O)NC(C)C)CC1	-2	6	3	-1	-0.3	3	0.6	.	.
Cc1cccnc1NC(=O)c1ccc(Cl)c(S(=O)(=O)N2CCCC2)c1	-9	-24	-5	6	0.1	-5	0.9	-3	-8
CC(C)CCNc1ncnc2c1nnn2Cc1ccccc1Cl	4	27	11	2	0.4	-6	0.7	-6	0
CCCC(=O)N1CCN(c2nc3c(OC)ccc(Cl)c3s2)CC1	5	31	16	0	-0.5	4	-1.4	-2	-1

# Some of these compounds in order of molar mass, smallest number first:
structure	D1 PAM	D1 antagonist	D2 potentiator	D1 ag	TRHR agonist	TRHR enhancer	D2 agonist	RXFP1 antag	D2 antagonist
CCNc1nc(=S)nc(NCc2ccccc2)[nH]1	3	7	-5	1	-0.1	-7	0.1	.	-7
Cn1c(COc2ccccc2O)[n+](C)c2ccccc21	-2	8	-10	0	0.4	3	0.9	12	2
CCOc1ccccc1NC(=O)N1CC(C)Oc2ccc(Cl)cc21 (configuration not stated)	-5	-29	-28	2	1.0	20	.	-83*	.
CCCSc1nc2cc(S(=O)(=O)N3CCOCC3)ccc2n1CC	-7	-15	-3	0	-2.3	-5	-0.4	-5	14
O=C(/C=C/c1ccccc1)Nc1cc(-c2nc3ccccc3o2)ccc1Cl	0	5	-8	-1	0.1	-3	0.8	-1	.
CN(Cc1ccccc1)C(=O)c1c[nH]c2ccc(S(=O)(=O)Nc3ccccc3F)cc2c1=O	3	4	0	0	-0.1	-13	0.3	-1	.
CCc1ccc(S(=O)(=O)c2nnn3c2nc(NCc2ccccc2OC)c2cc(Cl)ccc23)cc1	-1	3	0	2	0.4	-1	0.7	-24	.
O=C(CSC1=NC(=O)C(Cc2ccccc2)C(=O)N1)Nc1ncc(Br)cc1Br (configuration not stated)	-5	10	.	1	-0.2	2	-0.8	2	-7
